# H37Rv inhibition – M. tuberculosis growth inhibition, HTS (AID 449762); M. tuberculosis H37Rv growth inhibition, 7H9 media; higher % means a stronger effect; inhibition, % at 25 µM; hits with a dose series show IC50 in µM; 330,000 compounds, 0.59% hits; in the data active = a potency from the dose series; inconclusive = inhibition above about 70% without an active follow-up result;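 note: bacterial growth assessed after seven days of incubation; strong numbers were not always called active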
# H1N1 NS1A inhibition – NS1A inhibition, H1N1 influenza, cell based functional assay (AID 504329); 340,000 compounds, 0.3% hits; NS1A functional cell-based assay, percent inhibition; higher % means a stronger effect; one-dose inhibition, % at 12.5 µM; IC50 in µM for titrated hits; in the data active = a potency from the dose series; inconclusive = inhibition above about 27% without an active follow-up result; note: strong numbers were not always called active
# M. tuberculosis – growth inhibition of non-replicating M. tuberculosis (AID 488890) | 320,000 compounds, 0.39% hits | inhibition, % at 25 µM; hits with a dose series show IC50 in µM | Mycobacterium tuberculosis non-replicating, growth inhibition; higher % means a stronger effect; in the data active = a potency from the dose series; inconclusive = inhibition mostly from about 82% at the one dose, without a potency; inactive = the rest, 99 in 100 with inhibition below about 76%;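 note: plate controls were DMSO cells for no effect and high antibiotic wells for full effect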
# PhoP GFP inhibition – PhoP regulon inhibitors, Salmonella typhi PhoP promoter GFP reporter, confirmatory (AID 1850) | inhibition, % at 50 µM; hits with a dose series show IC50 in µM | 310,000 compounds, 0.33% hits | Salmonella Typhi PhoP-promoter GFP reporter, fluorescence, 4 h; higher % means a stronger effect; in the data active = a potency from the dose series; inconclusive = inhibition mostly from about 25% at the one dose, without a potency; inactive = the rest, 99 in 100 with inhibition below about 19%;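 note: 0% = induced wells with vehicle and 100% = uninduced wells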
# inhibitors of VEEV – inhibitors of VEEV TC-83 cytopathic effect, confirmation, Vero cells (AID 588727); Vero cells, VEEV TC-83 cytopathic effect inhibition; higher % means a stronger effect; inhibition, % at 20 µM, or IC50 in µM where a hit was titrated; 350,000 compounds, 0.13% hits; in the data active = a potency from the dose series; inconclusive = inhibition mostly from about 14% at the one dose, without a potency; inactive = the rest, 99 in 100 with inhibition below about 12%; note: strong numbers were not always called active
# inhibitors of VEEV 10K pilot screen – recorded beside inhibitors of VEEV, whose call it bears; inhibition, %; measured here: 10K pilot screen inhibition
# * = called active by the depositor; i = inactive; ? = inconclusive; nt = not tested or not shown.
SMILES,H37Rv inhibition,H1N1 NS1A inhibition,M. tuberculosis,PhoP GFP inhibition,inhibitors of VEEV,others
COCCn1c(SCC(=O)c2c(N)n(C3CC3)c(=O)[nH]c2=O)nc2ccccc21,-4%,-6%,-1%,nt,1.5%,
COC(=O)CCN(C(C)=O)c1ccc(N)cc1,8%,3%,2%,-3%,0.2%,
CC(=O)c1ccc(S(=O)(=O)Oc2ccc(-c3ccc(C(=O)O)cc3)cc2)cc1,17%,9%,-5%,9%,0.1%,
COCCOC(=O)C1=C(C)NC(=O)NC1c1ccc(-c2ccc(F)cc2)o1 (centres undefined),-5%,-2%,-5%,-1%,1.8%,
Cc1cccc(NC(=O)CSc2nnc(-c3ccccc3)n2N)c1,-25%,1%,1%,5%,3.6%,
Cc1ccc(CNc2nc3ccccc3n2C)o1,3%,-6%,11%,-7%,0.5%,
CCCc1nc(SCC(=O)c2ccc3c(c2)NC(=O)CO3)[nH]c(=O)c1CC,nt,3%,nt,nt,i,
COC(=O)c1ccc(Cn2nc([N+](=O)[O-])c(Br)c2C)cc1,51%,1%,12%,7%,0.0%,
O=C(c1ccco1)N1CCN(c2ccc([N+](=O)[O-])c(N3CCOCC3)c2)CC1,-4%,-2%,-12%,9%,0.7%,
CN(C)c1ccc(/C=N/NC(=O)c2ccccc2)cc1,2%,3%,54%,1%,1.5%,
O=C(O)c1ccccc1NC1CCCCC1NS(=O)(=O)c1ccccc1 (centres undefined),nt,0%,nt,nt,1.5%,
N#Cc1c2c(c(-c3ccccc3Cl)[nH]c1=S)CCCC2,nt,-3%,nt,nt,1.2%,
Cc1ccc(N(CC(=O)NCc2ccccn2)S(=O)(=O)c2ccccc2)cc1C,2%,0%,0%,12%,1.4%,
FC(F)Oc1ccc(-n2cc(-c3ccccc3)[n+]3c2CCCCC3)cc1,-4%,-15%,7%,1%,1.2%,
COc1ccc(C(=O)Nc2nnc(CC(=O)N/N=C/c3ccc(O)cc3O)s2)cc1,2%,3%,-5%,0%,0.2%,
CN(C)C1(CNC(=S)Nc2ccccc2C(F)(F)F)CCCCC1,2%,-11%,11%,-4%,0.4%,
O=C(NCCN1CCCCC1)Nc1cccc(C(F)(F)F)c1,12%,1%,-11%,-3%,2.1%,
O=C(NNC(=O)c1cc2ccccc2cc1O)NC1CCCCC1,0%,-1%,-14%,3%,1.9%,
CC1CCc2c(sc3ncnc(SCC(=O)c4ccccc4)c23)C1 (centres undefined),4%,0%,3%,2%,2.7%,
NS(=O)(=O)c1ccc(-c2ccc(C=C3C(=O)NC(=S)NC3=O)o2)cc1,-3%,nt,10%,-23%,nt,
C=CCNc1nc(-c2ccccc2)c(C(=O)OCC)cc1C#N,4%,10%,45%,8%,8.7%,
Cc1nc2cc3c(cc2c(C)c1C(=O)OC(C)C)OCO3,-1%,2%,7%,-4%,0.1%,
Clc1ccc(-c2nc3cnccn3c2Nc2ccc3c(c2)OCO3)cc1,13%,3%,37%,-4%,4.7%,
COc1ccc(-c2[nH]c(-c3cccc(OC)c3)nc2SCC(=O)NC2CCCC2)cc1,63%,11%,65%,-6%,11%,
CCNC(=S)N(CCc1c(C)[nH]c2ccc(F)cc12)Cc1cccnc1,1%,3%,-3%,1%,1.5%,
CCOC(=O)c1cccc(S(=O)(=O)N2CCCC2)c1,8%,-6%,-3%,7%,1.1%,
CCC(=O)Oc1ccc(C(CC)C(CC)c2ccc(OC(=O)CC)cc2)cc1 (centres undefined),4%,6%,13%,-4%,4.8%,
COC(=O)c1cccc(Cn2c(Cl)c(/C=N/Nc3ccccc3C)sc2=O)c1,-1%,-6%,39%,-1%,0.8%,
Cc1ccc(SC[C@H](c2ccccc2)N2CCN(C)CCC2=O)cc1,nt,2%,nt,nt,0.6%,
CN1CCN(S(=O)(=O)c2cccc(C(=O)Nc3ccccc3N3CCOCC3)c2)CC1,-4%,5%,9%,-5%,0.4%,
O=C(CSc1nc(O)c(C2CCCCC2)c(=O)[nH]1)Nc1ccccc1Cl,-7%,2%,8%,12%,0.9%,
C[N+]1(CCCCCCC(=O)/C=N/O)CCCCCC1,-7%,-6%,21%,4%,0.8%,
O=C(COC(=O)Cc1ccccc1F)NCCc1ccccc1,-3%,-9%,13%,nt,1.4%,
COc1ccc(CN(C)C(=O)c2cc(-c3ccccc3)nc3ccc(C)cc23)c(OC)c1OC,6%,-6%,40%,-8%,7.5%,
Cc1cc(C)cc(C(=O)N2CCC3(CC2)NCCc2[nH]cnc23)c1,-5%,-4%,-4%,-14%,i,
C=CCN(C(=O)CCc1ccccc1OC)c1nc(-c2ccc(S(C)(=O)=O)cc2)cs1,9%,13%,15%,-12%,4.7%,
COc1ccc2oc(C(=O)OCC(=O)N(C)c3ccccc3)c(C)c2c1,0%,-2%,12%,-5%,5.0%,
CC(C)(C)c1ccc(S(=O)(=O)CC(O)CSc2nc3c(cc2C#N)CCCC3)cc1 (centres undefined),3%,-3%,12%,2%,0.9%,
Brc1ccc(-c2nc3ccccc3s2)s1,-4%,-8%,22%,-9%,2.4%,
N#Cc1ccsc1NC(=O)CN1CCN(c2ccc(O)cc2)CC1,-6%,0%,24%,2%,1.6%,

# Among those listed so far, these contain a nitro group on carbon.
SMILES,H37Rv inhibition,H1N1 NS1A inhibition,M. tuberculosis,PhoP GFP inhibition,inhibitors of VEEV,others
COC(=O)c1ccc(Cn2nc([N+](=O)[O-])c(Br)c2C)cc1,51%,1%,12%,7%,0.0%,
O=C(c1ccco1)N1CCN(c2ccc([N+](=O)[O-])c(N3CCOCC3)c2)CC1,-4%,-2%,-12%,9%,0.7%,

# Filtered by structure, the compounds so far with a CF3 group
SMILES,H37Rv inhibition,H1N1 NS1A inhibition,M. tuberculosis,PhoP GFP inhibition,inhibitors of VEEV,others
CN(C)C1(CNC(=S)Nc2ccccc2C(F)(F)F)CCCCC1,2%,-11%,11%,-4%,0.4%,
O=C(NCCN1CCCCC1)Nc1cccc(C(F)(F)F)c1,12%,1%,-11%,-3%,2.1%,

# Remaining list, next part:
SMILES,H37Rv inhibition,H1N1 NS1A inhibition,M. tuberculosis,PhoP GFP inhibition,inhibitors of VEEV,others
Cc1ccc(-c2nnc(NCc3nc4ccccc4[nH]3)c3ccccc23)cc1S(=O)(=O)N1CCCCC1,97%,1%,17%,-4%,i,inhibitors of VEEV 10K pilot screen=4.5
CCOc1ccc(NC(=S)Nc2cccc3ccccc23)cc1,44%,4%,?,-9%,2.2%,
O=S(=O)(Nc1cccc(-c2ccc3nncn3n2)c1)c1ccccc1F,1%,3%,-9%,-6%,7.6%,
CCN(c1ccc(C(O)(C(=O)OC)C(F)(F)F)cc1)S(=O)(=O)c1ccccc1 (centres undefined),-5%,8%,0%,-3%,0.6%,
CCCn1c(C)c(C(=O)OCC)c(O)c(-c2ccccc2)c1=O,9%,nt,4%,-22%,i,
O=C(Nc1nc(-c2ccccc2)cs1)c1ccc(Br)o1,3%,5%,23%,-11%,8.4%,
CN1CCC(n2[nH]c(-c3ccccc3)c(Cc3ccccc3)c2=O)CC1,nt,5%,nt,nt,0.8%,
C=CCn1c(N)cc(=O)nc1SCC(=O)Nc1ccc(C(=O)OCC)cc1,-4%,2%,0%,11%,i,
Cc1ccc(CN2CCN(/N=C\C(Br)=C\c3ccccc3)CC2)cc1,48%,12%,77%,-4%,1.6%,
Cc1nc(CSc2nsc(C)c2C#N)cs1,1%,-7%,19%,-8%,0.1%,
O=C(CSc1nc2[nH]c(=O)cc(O)c2s1)Nc1nncs1,nt,-11%,nt,nt,1.3%,
Cc1nnsc1C(=O)N1CCN(c2ccc(F)cc2)CC1,7%,-3%,3%,-17%,1.8%,
CC(C)N1C(=O)N(c2ccc(Cl)cc2)C(C)(O)CC1(C)C (centres undefined),-4%,-2%,-8%,-2%,0.4%,
CCOC(=O)C1CC=C(Cl)CC1C(=O)Nc1nccs1 (centres undefined),9%,6%,11%,0%,i,
CC1CCc2[nH]c3ccc(C(=O)N(C)CC(=O)Nc4ccccc4Br)cc3c2C1 (centres undefined),32%,6%,13%,3%,9.9%,
CSc1ncc(C(=O)O)n1-c1ccc(F)cc1,10%,0%,14%,-9%,2.8%,
Cc1cc(-c2c(C)[nH]n(-c3ccccc3)c2=O)n[nH]1,5.5µM*,-13%,i,-3%,0.1%,
COc1ccccc1CNC(=O)CCC(=O)N1C[C@H]2C[C@@H](C1)c1cccc(=O)n1C2,-12%,-3%,-22%,0%,0.2%,
Cc1ccc(N2CC(C(=O)NCc3n[nH]c(=O)c4ccccc34)CC2=O)cc1 (centres undefined),-7%,-8%,-15%,-1%,5.2%,
COc1ccccc1C(O)(c1ccccc1)c1ccccc1OC,nt,-1%,nt,nt,i,
C[C@@H]1C=C(C(=O)N2CCN(C)CC2)O[C@H](OCc2ccc(CO)cc2)C1,-2%,-5%,-6%,1%,1.5%,
Cc1cc(/C=N/NC(=O)CC2(C)OCCO2)c(C)n1-c1cc(Cl)cc(Cl)c1,3%,8%,13%,-3%,0.5%,
COc1ccc(C2(CNC(=O)c3cccc([N+](=O)[O-])c3)CCOCC2)cc1,-1%,15%,-27%,-8%,i,
CC(=O)N/N=C(/C)c1ccc(NC(=O)c2csc(C)c2C)cc1,-2%,18%,-3%,-12%,7.6%,
c1ccc2c(c1)OCc1cn[nH]c1-2,-3%,-5%,17%,-5%,3.5%,
COc1ccc(C(=O)CC(=O)c2ccccc2)cc1,37%,nt,?,-13%,?,
COc1cccc(NC(=O)C2C3C=CC(O3)C2C(=O)NCc2cccnc2)c1 (centres undefined),-6%,-1%,nt,4%,i,
Cc1nn(C)c2ncc(C(=O)c3ccccc3O)cc12,-3%,-1%,-5%,-11%,3.6%,
Oc1ccc(-c2sc(Nc3ccccc3)n[n+]2-c2ccc(F)cc2)cc1,30%,13%,9%,-11%,0.1%,
CCOC(=O)C1CCN(Cc2cn[nH]c2-c2ccc(C)cc2)CC1,-1%,-5%,-1%,-5%,i,
Cc1n[nH]c(=O)c2c(NC(=O)COC(=O)Cc3c(F)cccc3Cl)oc(C)c12,-7%,-7%,-21%,-1%,2.0%,
CCc1cc(=O)n2c([nH]c3ccccc32)c1C#N,-4%,-6%,2%,5%,2.2%,
CCc1ccccc1OCC(=O)OCC(=O)Nc1cc(C)on1,-5%,-5%,7%,nt,1.3%,
COc1ccc(-c2nnc(NC(=O)CSc3ccccc3)s2)cc1OC,9%,-8%,-2%,-9%,3.0%,
CSc1nc2ccccc2cc1/C=C(\C#N)c1ccc(Cl)c(Cl)c1,-4%,-3%,-3%,5%,2.2%,
COc1ccc(C(=O)c2c(N)sc3c2CCN(C)C3)cc1,0%,-2%,7%,-14%,0.2%,
O=C(Nc1cccc(C(F)(F)F)c1)c1sc(Cl)nc1C(F)(F)F,6%,-18%,21%,7%,1.7%,
CCN(C(=O)COC(=O)C(Cc1ccccc1)N1C(=O)c2ccccc2C1=O)C1CCS(=O)(=O)C1 (centres undefined),-3%,3%,15%,2%,0.8%,
c1ccc(Cn2nnc3cnccc32)cc1,0%,8%,1%,8%,0.2%,
C/C(=N\NC(=O)CCCNc1cccc(C)c1)c1ccncc1,-5%,1%,-1%,4%,0.2%,
Cc1ccc(CNC(=O)c2ccc(C)s2)cc1,1%,6%,72%,0%,0.1%,
COc1ccc(OC)c(C(=O)NC2CC(C)(C)Cc3c2cnn3-c2ccccc2)c1 (centres undefined),12%,17%,21%,-21%,7.2%,
C=CCN(CC=C)C(=O)c1cccc(OC2CCN(CC(C)(C)C)CC2)c1,0%,-3%,-6%,11%,0.2%,
Cc1ccn2c(CNCC3COCCO3)c(C(=O)N3CCCCCC3)nc2c1 (centres undefined),-7%,0%,9%,4%,1.0%,
Cn1c(N2CCC(C(N)=O)CC2)nc2c1c(=O)n(Cc1ccc(Br)cc1)c(=O)n2C,-10%,8%,10%,-7%,i,
O=C(c1ccco1)N1CCN(Cc2cc(=O)c(OCc3cccc(Cl)c3)co2)CC1,-10%,-8%,5%,4%,2.0%,
O=C(NCC1COc2ccccc2O1)c1ccc(NC(=O)c2ccco2)cc1 (centres undefined),8%,-11%,31%,3%,5.8%,
Cn1nc(C(F)(F)F)c(C(=O)Nc2cccc(C(F)(F)F)c2)c1SCc1ccc(Cl)cc1,6%,-3%,6%,-9%,i,
COc1ccc(Cl)cc1N1C(=O)C2CCCN2C1c1ccc(F)c(F)c1 (centres undefined),-5%,-1%,-5%,-11%,0.4%,
N/C(=N\OC(=O)CCC1CCCC1)c1ccc(Cl)cc1,-6%,-1%,43%,-2%,1.1%,
Cc1cc(=O)oc2cc(OCCSCCN3CCCC3)ccc12,-6%,nt,-9%,8%,i,
CCN(c1ccc(C)cc1C)S(=O)(=O)c1nnc(NC(=O)C(C)(C)C)s1,1%,-7%,32%,-3%,1.1%,

# Source: PubChem
